KOR beta-arrestin-1: KOR agonists, beta-arrestin recruitment, primary screen, cell-based, luminescence, uHTS (AID 1777) | 280,000 compounds, 0.02% hits | KOR beta-arrestin recruitment, luminescence; higher % means a stronger effect | activation, % at 10 µM; hits with a dose series show EC50 in µM; in the data active = activation above about 50%, passing the limit was not always enough; also: a part of the inactive calls stands beside numbers as strong as those of hits
GPR55 beta-arrestin: GPR55 agonists via beta-arrestin recruitment, primary screen, imaging, U2OS cells, beta-arrestin-GFP redistribution (AID 1961) | U2OS GPR55 beta-arrestin-GFP redistribution imaging; higher % means a stronger effect | activation, % at 10 µM, or EC50 in µM where a hit was titrated | 290,000 compounds, 0.048% hits;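 active = activation above 40% with more than 50 cells counted in the well; inconclusive = wells holding fewer than 50 cells, flagged as toxic or sparse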;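 also: U2OS osteosarcoma cells stably expressing GPR55 and beta-arrestin-GFP; plate controls were DMSO negative control for no effect and LPI positive control for full effect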
GPR55 LPI antagonism: GPR55 antagonists blocking LPI-driven arrestin recruitment, primary screen, imaging, U2OS, beta-arrestin-GFP, LPI agonist (AID 2013) | U2OS GPR55 beta-arrestin-GFP translocation imaging, LPI antagonism; higher % means a stronger effect | inhibition, % at 10 µM; hits with a dose series show IC50 in µM | 290,000 compounds, 0.13% hits;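 active = spots per cell inhibited over 60%, with over 100 cells counted and total cytoplasm intensity under 500,000; inconclusive = wells with under 100 cells, flagged as likely toxic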;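 also: U2OS cells stably carrying GPR55 and arrestin-GFP stimulated by 5 µM LPI near EC80; imaged beta-arrestin-GFP aggregate spots per cell after agonist stimulation; plate controls were LPI-stimulated DMSO wells for no effect and DMSO wells without LPI for full effect; some results filed as inactive read as strong as hits; confirmed hits need IC50 under 10 µM and bright autofluorescent wells are also inconclusive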
T cell modulator: T cell immune modulators affecting CD8 T cell-vesicle binding; 2C CD8+ T cell-vesicle binding, flow cytometry; stronger effect = lower value; AID 2052; calls only at 7 µM; 330,000 compounds, 0.068% hits;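 active = response, share of CD8 T cells binding vesicles, and their 90th percentile fluorescence all below set limits, cut at about 80% in these data, passing the limit was not always enough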
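incubation = binding step 1.5 h, 37 °C, antibody labelling 20 min, ice | test system = 2C mouse CD8+ T cells | read-out basis = percent CD8+ FL2 mean versus row control | controls = Peptide-free naked vesicles (low) and QL9 vesicles with 0.7% DMSO vehicle (high) | detection = flow cytometry of vesicle-bound cells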
Myeloid diff 2: myeloid differentiation induction | ER-HoxA9 myeloid progenitors, lysozyme-GFP differentiation, flow cytometry | 360,000 compounds, 1% hits | AID 624256 | calls only at 10 µM;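 active = normalized GFP-positive differentiation at or above the plate's own cutoff, the solvent-only control mean plus 3 SD; inconclusive = no clear call, values can overlap the other calls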;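 also: cells exposed to compound for four days before flow analysis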
HEK293 NOD2/NF-kB: inhibition of NOD2-driven NF-kB reporter – cell-based, luminescence, uHTS, HEK293 (AID 1566). HEK293 NOD2/NF-kB luciferase reporter, luminescence; higher % means a stronger effect. 290,000 compounds, 0.63% hits. inhibition, % at 4 µM; hits with a dose series show EC50 in µM; also: many of its hits are not listed in these tables
KOR beta-arrestin-2: KOR antagonists, beta-arrestin recruitment, cell-based, luminescence, uHTS (AID 1778); KOR beta-arrestin recruitment, luminescence, antagonist mode; higher % means a stronger effect; one-dose inhibition, % at 10 µM; IC50 in µM for titrated hits; 290,000 compounds, 0.091% hits; also: strong numbers were not always called active
NOD1 NF-kB reporter: NOD1 signaling inhibitors, primary screen, cell-based, luminescence, uHTS (AID 1578) | 290,000 compounds, 1% hits | inhibition, % at 4 µM, or EC50 in µM where a hit was titrated | NOD1-driven NF-kB luciferase reporter cells, luminescence; higher % means a stronger effect; in the data active = inhibition mostly above about 36%, no sharp cut-off; inactive = mostly below about 34%;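 also: HEK-293T reporter cells stimulated with the NOD1 agonist gamma-tri-DAP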
NTR1 agonist: agonists of NTR1, primary screen, imaging, U2OS cells, beta-arrestin-GFP, high content (AID 493036). 330,000 compounds, 0.17% hits. NTR1-U2OS beta-arrestin-GFP spot imaging, agonist mode. activation, % at 20 µM;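 active = activation at or above 40% of the spot to cytoplasm intensity ratio, with at least 20 cells analyzed; inconclusive = wells under 20 cells, flagged as cytotoxic or low count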;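 also: 0% = DMSO without peptide and 100% = 100 nM NTR1 peptide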
Target sequence (P30989 whole entry, looked up): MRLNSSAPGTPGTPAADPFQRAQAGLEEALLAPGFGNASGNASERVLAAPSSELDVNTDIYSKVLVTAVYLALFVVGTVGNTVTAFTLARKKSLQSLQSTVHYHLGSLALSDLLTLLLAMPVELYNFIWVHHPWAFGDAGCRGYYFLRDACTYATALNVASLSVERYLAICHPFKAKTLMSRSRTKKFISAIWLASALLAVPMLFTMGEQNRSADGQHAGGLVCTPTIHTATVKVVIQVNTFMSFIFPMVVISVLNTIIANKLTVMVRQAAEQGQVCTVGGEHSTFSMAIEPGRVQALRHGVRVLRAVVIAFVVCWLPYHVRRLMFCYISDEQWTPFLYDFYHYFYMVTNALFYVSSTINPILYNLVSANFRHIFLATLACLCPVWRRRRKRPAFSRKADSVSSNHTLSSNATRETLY
T cell modulator vesicle-bound %: second read-out of T cell modulator, no call of its own (marks repeat the call); double positive events, %; measured here: CD8+ vesicle-bound cell fraction;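 binding gate set so that unloaded-vesicle control wells show 10% double positive cells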
NTR1 agonist cell count 20 µM: second read-out of NTR1 agonist, no call of its own (marks repeat the call); cell count; measured here: cell count, cytotoxicity flag
Myeloid diff 2 GFP+ MAC1+ %: also measured in Myeloid diff 2; calls as there; GFP+ MAC1+ double positive, %; measured here: differentiation confirmed by MAC1 staining
* marks the source's active call; other numbers are inactive results; i = inactive; ? = inconclusive; nt = no result given; [ ] = remark or other dose. Rule as the data show it, unless noted: active = inhibition above about 50%; inactive = the rest. Not all compounds are listed, so the mix of outcomes need not match the whole.

| compound | KOR beta-arrestin-1 | GPR55 beta-arrestin | GPR55 LPI antagonism | T cell modulator | T cell modulator vesicle-bound % | Myeloid diff 2 | Myeloid diff 2 GFP+ MAC1+ % | HEK293 NOD2/NF-kB | KOR beta-arrestin-2 | NOD1 NF-kB reporter | NTR1 agonist | NTR1 agonist cell count 20 µM |
| --- | --- | --- | --- | --- | --- | --- | --- | --- | --- | --- | --- | --- |
| CCCCNc1nc(N(C)c2ccccc2)nc(-n2ccnc2)n1 | -1.0% | 0.0% | 12% | i | 46 | i | 0.3 | 25% | -16% | 20% | 20 | 88 |
| Cc1cc(C(=O)N(CCC#N)Cc2cccs2)no1 | 0.1% | -0.2% | 13% | i | 32 | i | 0.4 | 17% | 7% | 6% | 0.2 | 58 |
| Cc1cccc(OCCCSc2nc3ccc(C)cc3[nH]2)c1 | -3.3% | 0.3% | 4% | i | 16 | i | 0.4 | 3% | 27% | -12% | 10 | 63 |
| Cc1nc2ccccn2c1-c1csc(Nc2cccc(C(=O)O)c2)n1 | -2.6% | 0.0% | -3% | i | 58 | nt | nt | -13% | 1% | -5% | 0.0 | 68 |
| Nc1ncc(N=Nc2cc(C(=O)O)ccc2Cl)s1 | -0.8% | -0.1% | -1% | i | 51 | i | 0.0 | -6% | -19% | 8% | 0.8 | 57 |
| O=C(/C=C/c1ccccc1O)c1ccco1 | -1.6% | 0.2% | 29% | i | 63 | i | 3.7 | 8% | 24% | -10% | 9.9 | 66 |
| CCCSC1=N/C(=C/c2ccsc2)C(=O)N1c1ccccc1 | 1.9% | -0.2% | 5% | i | 8 | i | 0.0 | 8% | -40% | -9% | 12 | 80 |
| CC(=O)N1CCN(c2ccc(NC(=O)C(c3ccccc3)c3ccccc3)cc2)CC1 | -4.6% | 0.4% | 3% | i | 57 | i | 0.1 | 7% | -18%[20 µM] | -32% | 0.1 | 57 |
| O=C(/C=C/c1cccc(Cl)c1)N1CCC(Cc2ccccc2)CC1 | -1.7% | 0.1% | 17% | i | 34 | i | 0.3 | -46% | 2% | -30% | 5.6 | 39 |
| Cc1ccc(Nc2c(-c3ccc(C)o3)nc3ncccn23)cc1 | 2.0% | -0.1% | 5% | i | 29 | i | 0.0 | -31% | 16% | -9% | 0.6 | 53 |
| CCN1C(=O)/C(=C/c2cc(C)n(C)c2C)SC1=Nc1ccc(OC)cc1 | -1.1% | -0.1% | 16% | i | 50 | i | 0.9 | -11% | 15% | -4% | 28 | 34 |
| CC(=O)c1c(C)[nH]c(C(=O)OCC(=O)NCCc2ccc(Cl)cc2)c1C | 7.2% | -0.1% | 8% | i | 48 | i | 1.0 | 0% | -52% | 1% | -1.0 | 68 |
| Cc1ccc(C)c(N2CCN(C(=O)Cc3ccc(-n4c(=O)[nH]c5ccsc5c4=O)cc3)CC2)c1 | -0.3% | -0.3% | -4% | i | 46 | i | 0.6 | -5% | -6% | -4% | 8.5 | 35 |
| COc1ccc(CN(C(=O)CSc2nnc(-c3c[nH]c4ccccc34)o2)c2ccc(F)cc2)cc1OC | 7.0% | -0.2% | 8% | i | 51 | nt | nt | 20% | -178% | -31% | 24 | 82 |
| CCOCCCn1c(SCC(=O)Nc2cccc(OC)c2)nc2ccccc2c1=O | -3.5% | -0.2% | -1% | i | 47 | i | 2.3 | 7% | -22%[20 µM] | -18% | 0.6 | 39 |
| CCC(=O)c1ccc(OCCN2CCOCC2)cc1 | -1.5% | 0.3% | 3% | i | 39 | i | 0.2 | 14% | 23% | -14% | 0.0 | 58 |
| CCOC(=O)c1c(NC(C)=O)sc2c(OCCN(CC)CC)c(Br)ccc12 | nt | -0.1% | 23% | i | 20 | i | 1.3 | -1% | -21%[20 µM] | -55% | 32 | 42 |
| c1ccc(-c2nc(NC3CCCC3)c3ccccc3n2)cc1 | 3.9% | 0.7% | 1% | i | 52 | i | 0.3 | 13% | -16% | -32% | 12 | 54 |
| CCN(c1ccccc1)S(=O)(=O)c1ccc(Cl)c(NC(=O)CSc2nncs2)c1 | 2.2% | -0.3% | 2% | i | 37 | i | 0.3 | 2% | 4% | 0% | -0.4 | 80 |
| COc1ccc(S(=O)(=O)Nc2ccc(N3CCOCC3)nc2)cc1 | 2.1% | 0.5% | 2% | i | 29 | i | 0.0 | 17% | -11% | -28% | 1.1 | 39 |

For convenience, some entries already given:
| compound | KOR beta-arrestin-1 | GPR55 beta-arrestin | GPR55 LPI antagonism | T cell modulator | T cell modulator vesicle-bound % | Myeloid diff 2 | Myeloid diff 2 GFP+ MAC1+ % | HEK293 NOD2/NF-kB | KOR beta-arrestin-2 | NOD1 NF-kB reporter | NTR1 agonist | NTR1 agonist cell count 20 µM |
| --- | --- | --- | --- | --- | --- | --- | --- | --- | --- | --- | --- | --- |
| Cc1ccc(C)c(N2CCN(C(=O)Cc3ccc(-n4c(=O)[nH]c5ccsc5c4=O)cc3)CC2)c1 | -0.3% | -0.3% | -4% | i | 46 | i | 0.6 | -5% | -6% | -4% | 8.5 | 35 |
| COc1ccc(CN(C(=O)CSc2nnc(-c3c[nH]c4ccccc34)o2)c2ccc(F)cc2)cc1OC | 7.0% | -0.2% | 8% | i | 51 | nt | nt | 20% | -178% | -31% | 24 | 82 |

The listing continues.
| compound | KOR beta-arrestin-1 | GPR55 beta-arrestin | GPR55 LPI antagonism | T cell modulator | T cell modulator vesicle-bound % | Myeloid diff 2 | Myeloid diff 2 GFP+ MAC1+ % | HEK293 NOD2/NF-kB | KOR beta-arrestin-2 | NOD1 NF-kB reporter | NTR1 agonist | NTR1 agonist cell count 20 µM |
| --- | --- | --- | --- | --- | --- | --- | --- | --- | --- | --- | --- | --- |
| CC(=O)/C(N=Nc1cc2c(cc1[N+](=O)[O-])OCCO2)=C(\C)O | -3.0% | 0.1% | -6% | i | 53 | i | 0.5 | 4% | -8% | -46% | -0.9 | 41 |
| N#CNC(=Nc1cccc(F)c1)SCc1cccc(F)c1 | 4.9% | 0.1% | 8% | i | 54 | i | 0.5 | 4% | -36% | -13% | 3.4 | 67 |
| Cc1c(Br)c([N+](=O)[O-])nn1CC(=O)NC1CCCCCC1 | -2.9% | -0.2% | 5% | i | 18 | i | 0.7 | -15% | -8% | -22% | 0.9 | 56 |
| O=C1CC(Nc2ccccc2)C(=O)N1Cc1ccccc1 (configuration not stated) | -8.6% | -0.1% | 8% | i | 40 | i | 0.7 | 12% | 18% | 4% | -1.8 | 92 |
| COc1ccc(N2CCN(CCNC(=O)C3CC(=O)N(C4CCCC4)C3)CC2)cc1 (configuration not stated) | 3.4% | -0.1% | 10% | i | 41 | i | 7.1 | 6% | 0% | -4% | 3.1 | 52 |
| CCc1c(C)sc(NC(=O)c2noc(C)c2[N+](=O)[O-])c1C#N | -5.6% | 0.4% | -7% | i | 62 | i | 0.2 | 12% | 26% | -10% | -0.6 | 90 |
| COc1ccc(NS(=O)(=O)c2ccc(NS(=O)(=O)c3cccs3)cc2)cc1 | -2.0% | -0.2% | 5% | i | 46 | i | 3.7 | -10% | 15% | -27% | -1.5 | 48 |
| Cn1c(=O)c2c(nc(SCc3ccc(C(=O)O)cc3)n2C)n(C)c1=O | -8.8% | 0.4% | 1% | i | 57 | i | 0.5 | 11% | 12% | -10% | -0.3 | 102 |
| CCn1c(SCC(=O)N2CCC(C(N)=O)(N3CCCCC3)CC2)nnc1-c1ccccc1 | 11% | -0.2% | 14% | i | 44 | i | 1.0 | 6% | 22% | -4% | -1.0 | 33 |
| N#Cc1cccnc1N1CCN(C(=O)c2ccccc2)CC1 | -2.6% | -0.3% | -2% | i | 33 | i | 0.3 | -3% | 6% | -7% | nt | nt |
| COc1ccc(C(c2c[nH]c3ccccc23)c2c[nH]c3ccccc23)cc1O | 9.0% | -0.1% | 16% | i | 40 | i | 2.9 | -25% | -19% | -78% | 8.2 | 39 |
| N=C(N)SCc1ccccc1Cl | -1.4% | -0.2% | -9% | i | 28 | i | 0.4 | 14% | -15% | -12% | 1.1 | 25 |
| COc1ccc(NC(=O)CN2C(=O)N(C)Cc3ccccc32)c(C)c1 | -1.1% | -0.2% | 13% | i | 40 | i | 0.6 | 3% | 7% | -35% | 0.3 | 75 |
| CCc1ccccc1NC(=O)NNC(=O)CCc1ccccc1 | -2.7% | -0.1% | 14% | i | 6 | i | 0.6 | 4% | 20% | -23% | 0.2 | 71 |
| COc1ccccc1NC(=O)C(=O)N(c1cccnc1)C(C(=O)NC(C)(C)C)c1ccccc1F (configuration not stated) | nt | -0.1% | 10% | i | 48 | i | 0.1 | 24% | 13%[20 µM] | -1% | 3.1 | 44 |
| C=CCN(CCNP(=O)(OCC)OCC)CP(=O)(OCC)OCC | -0.9% | 0.2% | -4% | i | 40 | i | 0.7 | 12% | 24% | 3% | 1.5 | 56 |
| COc1cccc(-c2nc(CS(=O)(=O)CC(=O)NCCc3ccc(C)cc3)c(C)o2)c1 | -4.7% | -0.2% | -4% | i | 3 | ? | nt | 4% | -20% | 5% | 0.2 | 73 |
| O=C(CN(Cc1ccco1)C(=O)Cn1nnc(-c2ccc(F)cc2)n1)NC1CCCC1 | 0.8% | 0.0% | 20% | i | 45 | i | 1.7 | -16% | -17% | -38% | -0.9 | 63 |
| Cc1ccc(Cn2nnc3c(=O)n(CC(=O)N4CCN(c5ccccc5)CC4)cnc32)cc1 | -2.6% | -0.2% | 2% | i | 30 | i | 5.5 | 13% | 26% | 7% | -0.1 | 50 |
| CN(C)/C=N/c1nc2nccc(-c3ccc(Cl)cc3)n2n1 | -6.1% | -0.3% | -3% | i | 62 | i | 0.2 | 2% | -8% | -26% | 2.6 | 41 |
| CS(=O)(=O)N(CC(=O)NCCSCc1c(F)cccc1Cl)c1ccc2c(c1)OCO2 | -1.7% | -0.2% | -13% | i | 32 | i | 2.6 | -18% | 8% | -6% | 2.1 | 26 |
| COc1ccccc1N1CCN(/N=C/c2cc(OC)c(O)c(OC)c2)CC1 | -1.7% | -0.2% | -7% | i | 9 | i | 0.5 | 6% | 5% | 4% | -0.2 | 49 |
| CS(=O)(=O)n1nc(C(=O)N2CCOCC2)nc1N | 2.4% | -0.1% | -8% | i | 6 | i | 0.1 | -5% | 17% | -29% | 3.2 | 50 |

Compound activity: PubChem, several laboratories
